# High-throughput results (PubChem)
# GASC-1 inh: inhibitors of GASC-1 histone demethylase, primary screen, biochemical, fluorescence, DELFIA europium. Lysine-specific demethylase 4C (Homo sapiens), Q9H3R0. GST-JMJD2C(1-420) H3K9me3 demethylation. inhibition, % at 2.35 µM. actives 0.069% (n = 330,000). AID 2099, 2009;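 active = more than half of a compound's replicate wells show inhibition beyond 50%, single wells judged on their own value; inconclusive = some, but no more than half, of replicates pass 50% inhibition; inactive = no replicate passes 50% inhibition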;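 also: signal counts dimethyl H3K9 product captured on neutravidin plate; 0% = median of DMSO wells and 100% = 0.3 times that DMSO median; strong numbers were not always called active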
# Target sequence (Q9H3R0 1-420 limits assumed): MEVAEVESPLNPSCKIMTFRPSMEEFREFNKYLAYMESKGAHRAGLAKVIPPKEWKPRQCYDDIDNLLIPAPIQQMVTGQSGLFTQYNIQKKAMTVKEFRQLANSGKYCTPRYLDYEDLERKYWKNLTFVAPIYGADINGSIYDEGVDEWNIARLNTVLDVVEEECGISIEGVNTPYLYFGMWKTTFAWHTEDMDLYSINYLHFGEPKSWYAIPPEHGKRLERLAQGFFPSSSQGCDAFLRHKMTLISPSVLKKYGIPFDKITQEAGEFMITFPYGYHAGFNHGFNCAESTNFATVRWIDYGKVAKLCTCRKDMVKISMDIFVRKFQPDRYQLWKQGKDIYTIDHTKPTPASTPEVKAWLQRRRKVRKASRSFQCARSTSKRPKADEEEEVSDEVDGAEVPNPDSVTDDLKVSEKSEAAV
# Numbers without * were called inactive; i = inactive; ? = inconclusive.
GASC-1 inh | compound
-9.6 | O=C(Nc1ccccc1)Nc1cc(OCC(F)(F)F)cc(OCC(F)(F)F)c1
-10.3 | Cc1cc2cc3c(cc2nc1SCC(=O)N1CCCC1)OCCO3
i | O=c1cc(N2CCC3(CC2)OCCO3)[nH]c(=O)n1-c1ccc(Br)cc1
18.2 | c1ccc(CN2CCN(C3=Nc4cccc5cccc3c45)CC2)cc1
-3.4 | COC(=O)C1=C(C)N=C2SCCC(=O)N2C1c1ccc(OC(=O)c2ccco2)cc1 (centres undefined)
-19.4 | O=C(O)c1ccc(NC2=Nc3cccc4cccc2c34)cc1
4.8 | COc1ccc(S(=O)(=O)N2CCCCCC2)cc1Br
-3.1 | CN1CCN(C(=O)CN(C2CCCCC2)S(=O)(=O)c2ccccc2)CC1
87.0 | COc1ccccc1/C=C/C(=O)OCC(=O)Nc1cc(C(F)(F)F)ccc1N1CCOCC1
-40.9 | COc1ccc(CN2C(=O)c3ccccc3C2C(=O)NC2CCCCCC2)c(OC)c1 (centres undefined)
1.6 | O=c1oc(/C=C/c2ccccc2)nc2ccccc12
-9.3 | CC(C)N1CCN(C(=O)C2CCC(=O)N(CCc3cccc(F)c3)C2)CC1 (centres undefined)
i | c1csc(C(c2nnnn2C2CCCCC2)N2CCN(c3nc4ccccc4s3)CC2)c1 (centres undefined)
1.6 | COc1ccccc1-c1cc(C(=O)N/N=C/c2ccc(C)o2)c2ccccc2n1
-5.0 | COCCn1c(C)nnc1SCC(=O)NNC(=O)c1ccc(Br)cc1
-4.9 | Oc1ccc(Cl)cc1/C=C/c1ccc2cccc(O)c2n1
-10.8 | CC1=NN(c2cccc(C(=O)O)c2)C(=O)/C1=C\C=C/c1ccccc1
-5.3 | C(=N\Nc1nc2ccccc2[nH]1)/c1ccc2c(c1)OCO2
9.8 | CCOC(=O)c1sc2nc3c(SCCC(=O)O)cc(C(=O)c4cc(OC)ccc4O)cn3c(=O)c2c1C
7.1 | O=c1c2[nH]c3ccc(Cl)cc3c2ncn1Cc1ccccn1
-2.9 | NC(=O)Cc1ccc2sc(-c3ccccc3)nc2c1
10.9 | Cc1ccc(SC[C@H](CC(C)C)N2CCN(C)CCC2=O)cc1
1.1 | CCOc1cc(NC(=O)c2ccccn2)c(OCC)cc1NC(=O)CC(C)C
8.5 | Cc1ccc(-n2nnnc2C(Cl)c2nnnn2-c2ccc(C)cc2)cc1
32.8 | CCOC(=O)N1CCC(NC(=O)c2ccc3c(c2)sc2nc(-c4cccc(OC)c4)cn23)CC1
2.3 | Cc1cc(/C=C2\SC(=S)N(Cc3ccco3)C2=O)c(C)n1-c1cccnc1
-2.4 | C=C(C)CNC(=S)Nc1nc2c(cc1C(=O)OCC)CCCC2
2.0 | CCc1c(C)[nH]c(C(=O)OCc2ccccc2)c1C
-11.1 | OC1(c2ccc(OC(F)F)cc2)CSC(=Nc2cccnc2)N1Cc1ccco1 (centres undefined)
i | COC(C[C@@H]1O[C@@H]1[C@@H](O)[C@@H](C)OCc1ccccc1)OC

# Looked up one by one from the list above (5):
GASC-1 inh | compound
-10.8 | CC1=NN(c2cccc(C(=O)O)c2)C(=O)/C1=C\C=C/c1ccccc1
1.1 | CCOc1cc(NC(=O)c2ccccn2)c(OCC)cc1NC(=O)CC(C)C
-3.4 | COC(=O)C1=C(C)N=C2SCCC(=O)N2C1c1ccc(OC(=O)c2ccco2)cc1 (centres undefined)
87.0 | COc1ccccc1/C=C/C(=O)OCC(=O)Nc1cc(C(F)(F)F)ccc1N1CCOCC1
1.6 | O=c1oc(/C=C/c2ccccc2)nc2ccccc12

# (listing goes on)
GASC-1 inh | compound
4.0 | Cc1ccc(OCC(=O)NCCNC(=O)c2cnccn2)cc1C
-22.2 | Cc1ccccc1NC(=O)CSc1nc2ccc(Nc3nc(N4CCOCC4)nc(N4CCOCC4)n3)cc2s1
9.9 | Cc1ccc(-n2ncc(Br)c(Br)c2=O)cc1
-4.6 | COc1ccc(CC(NC(C)=O)C(=O)NC2CCN(C(=O)c3ccc(Cl)cc3)CC2)cc1 (centres undefined)
-11.1 | O=C(CN1CCC(NC(=O)C2CCCCC2)CC1)Nc1cccc(F)c1
-4.2 | Cc1ccc2c(c1)C(c1ccccc1)N(C(=O)C(C)C)CC(=O)N2 (centres undefined)
4.7 | Cc1nc2nc3c(cn2n1)C(=O)CC(C)(C)C3
-0.3 | COC(=O)C/C=C/[C@@H](C)[C@@H](/C=N/OC[C@H]1O[C@H](c2ccccc2)C=C[C@@H]1Oc1ccc(OC)cc1)NS(=O)(=O)c1ccc(C)cc1
-10.1 | COc1cccc(NC(=O)N2CCC(NC(=O)C(Cc3ccccc3OC)NC(C)=O)CC2)c1 (centres undefined)
-11.5 | CN1CCN(C2CCN(S(=O)(=O)c3ccc(C(C)(C)C)cc3)CC2)CC1
-24.0 | CCOC(=O)C1CCCN(C(=O)CCCn2nnnc2CN2CCOCC2)C1 (centres undefined)
? | CN(C)c1ccc(/C=C/c2c([N+](=O)[O-])c(=O)n(C)c(=O)n2C)cc1
-1.3 | COc1ccc(-c2nc(-c3ccc(O)cc3O)cs2)cc1OC
-12.1 | CCOc1ccccc1N(C(=O)c1snc(C(N)=O)c1N)C(C(=O)NCc1ccccc1)c1ccc(O)cc1 (centres undefined)
? | CCCCn1c2ccccc2c2nnc(SCCN3CCCCC3)nc21
-7.0 | Cc1ccc2c(C)c(C(=O)N3CCN(c4ncccn4)CC3)oc2c1C
-0.1 | CC(=C\c1ccccc1)/C=C1/SC(=S)N(C(C(=O)O)C(C)C)C1=O (centres undefined)
-5.5 | COc1ccc2[nH]c3c(NCCC4=CCCCC4)ncnc3c2c1
-7.0 | CN(C)S(=O)(=O)c1ccc(C(=O)Nc2ccc(CCC(=O)N3CCCC3)cc2)cc1
-8.8 | Cc1cc(N2CCCC2)c(F)cc1/C=C\[N+](=O)[O-]
-5.9 | CCCS(=O)(=O)N1CCCC(C(=O)NCCCN2CCN(c3cccc(Cl)c3)CC2)C1 (centres undefined)
2.6 | COc1ccc(-c2csc(NC(=O)Cc3cccc4ccccc34)c2C(=O)O)cc1
-30.4 | Cc1[nH][nH]c(=O)c1C(c1c(C)[nH][nH]c1=O)c1cn(Cc2ccccc2Cl)c2ccccc12
? | COc1ccc([C@@H]2C[C@@H](c3ccccc3)Oc3cc(OC)cc(OC)c32)cc1
-10.1 | CCn1c(COc2cccc(OC)c2)nnc1SCC(=O)NC1CCCC1
26.1 | O=[N+]([O-])c1ccc(Sc2nnnn2-c2ccccc2)nc1
-12.9 | Cc1cc(C=C2C(=O)c3ccccc3C2=O)c(C)n1-c1ccc(Cl)cc1
12.0 | COc1ccc(NC(=O)c2cc3c(CO)cnc(C)c3oc2=Nc2cccc(C)c2)c(OC)c1
-12.6 | Nc1c(-c2ccccc2)cnc2cc(-c3ccccc3)nn12
-9.4 | N#C/C(=C/c1ccc(N2CCOCC2)o1)C(=O)Nc1ccccc1

# Exported comma-delimited: entries from further up
molecule,GASC-1 inh
COC(=O)C/C=C/[C@@H](C)[C@@H](/C=N/OC[C@H]1O[C@H](c2ccccc2)C=C[C@@H]1Oc1ccc(OC)cc1)NS(=O)(=O)c1ccc(C)cc1,-0.3
COc1cccc(NC(=O)N2CCC(NC(=O)C(Cc3ccccc3OC)NC(C)=O)CC2)c1 (centres undefined),-10.1

# Other compounds.
GASC-1 inh | compound
-11.2 | O=S(=O)(c1ccccc1)c1ncc(C(F)(F)F)cc1Cl
-30.2 | CCn1c(C)nc2cc(C(=O)N/N=C/c3ccc(O)c(O)c3O)ccc21
5.3 | O=S(=O)(NNc1cccc(Cl)n1)c1ccc(Cl)cc1
6.7 | Cc1noc(C)c1COc1ccc(C(=O)OCC(=O)NC(=O)C2COc3ccccc3O2)cc1 (centres undefined)
-0.7 | CCn1cc(C(=O)NN)c(=O)c2cc(F)c(NC3CCCCC3)cc21
-13.3 | C=C(C)COc1ccc(-c2nc(N)ncc2-c2ccc(OC)cc2)c(O)c1
14.9 | CSc1nc(SCCO)c2sc3nc(-c4ccco4)c4c(c3c2n1)CC(C)(C)OC4
-17.7 | CCOC(=O)c1sc2nc(CC(=O)OC)nc(NCCN3CCOCC3)c2c1C
-1.6 | CCCCCCN(C(=O)CCCCCN1C(=O)NC(c2ccc(-c3ccccc3)cc2)C(C(=O)OCc2ccccc2)=C1C)C(C(=O)NCCCC)c1ccc(O)c(C(=O)OC)c1 (centres undefined)
36.3 | CCOC(=O)c1cnn(C(=O)c2ccccc2)c1N
-20.3 | Cc1ccc(OCCn2cc(/C=C/C(=O)O)c3ccccc32)cc1
-2.3 | CCC(=O)Nc1nnc(C)s1
-19.8 | C#CCOCCOCCOCCNc1nc(N2CCN(C(=O)[C@H](CCCCN)n3cc(C(N)CO)nn3)CC2)nc(N2CCN(C(=O)[C@H](CCC(=O)O)n3cc(C(N)Cc4ccc(O)cc4)nn3)CC2)n1 (some centres undefined)
-8.8 | COc1cc(/C=C2\SC(c3ccccc3)=NC2=O)cc(Cl)c1O
-21.7 | CCOC(=O)c1ccc(NC(=O)c2cnccn2)cc1
-33.4 | Cc1ccc(S(=O)(=O)n2c3ccc(Cl)cc3c3nc(C)sc32)cc1
1.9 | CCCC(=O)NCCc1cc2cc(C)c(C)cc2[nH]c1=O
4.7 | CC(=O)Nc1ccc(/C=N/Nc2nc3ccccc3s2)cc1
-5.5 | COc1ccccc1CC(NC(C)=O)C(=O)NC1CCN(C(=O)Nc2cccc(F)c2)CC1 (centres undefined)
-1.4 | CCC(C(=O)OCC(=O)Nc1ccc(SC(F)F)cc1)c1ccccc1 (centres undefined)
3.4 | Cc1ccc2nc(NCCc3ccccc3)c3nncn3c2c1
34.2 | Cc1nc2ccc(F)cc2cc1C(=O)NCC1CCCO1 (centres undefined)
-2.1 | Cc1ccc2cc(/C=N/Nc3nc4ccccc4[nH]3)c(Cl)nc2c1
-21.9 | O=C(CSc1nc(NS(=O)(=O)c2ccccc2)cc(=O)[nH]1)Nc1ccccc1Cl
? | CCCOc1cccc(C2/C(=C(/O)c3ccccc3)C(=O)C(=O)N2CCN(C)C)c1 (centres undefined)
-17.6 | COc1cc2c(cc1OC)C(/C=C/c1ccco1)=NCC2
12.7 | Cc1ccc(S(=O)(=O)NCC(=O)NC2CCCC2)cc1
-7.1 | O=C(N/N=C/c1c(O)n(-c2ccccc2Cl)c(=O)c2ccccc12)c1cccnc1
-18.6 | Cn1c(-c2ccccc2)cnc1NCc1ccc(F)cc1
7.6 | O=C(Nc1ccc(N2CCN(C(=O)c3ccc(Cl)cc3)CC2)cc1)c1ccc([N+](=O)[O-])o1
0.3 | O=C(CN(c1ccccc1Cl)S(=O)(=O)c1ccccc1)NCc1ccccc1
-0.9 | Fc1ccc(C2CC(c3cccs3)=NN2c2ccccc2)cc1 (centres undefined)
-4.0 | O=C(NCc1ccc(OC(F)(F)F)cc1)C1CCC(=O)N(C2CC2)C1 (centres undefined)
0.1 | Cn1c(=O)[nH]c(=O)c2c1nc(NCc1ccco1)n2CCCc1ccccc1
-2.2 | CCn1c(COc2ccccc2C)nnc1SCC(=O)Nc1ccc2c(c1)OCCO2
13.6 | Cn1c(=O)[nH]c(=O)c2c1nc(Br)n2CCCc1ccccc1
1.1 | CCOC(=O)c1cc(-c2ccc(Cl)s2)nc2c1c(C)nn2C
-5.8 | CC(=O)c1ccc(OCC(=O)NC2CCCN(Cc3ccccc3F)C2)cc1 (centres undefined)
0.8 | O=C(CSc1nnc2ccc(-c3ccco3)nn12)Nc1ccccc1F
33.9 | CN(Cc1ccccc1)C(=O)CCC1CCN(C(=O)CC2=CCCCC2)CC1
1.5 | COc1cc(C(=O)Nc2ccc(NC(=O)c3cccc(Cl)c3)nc2)cc(OC)c1OC
18.8 | CCn1c(C)nc2cc(C(=O)N/N=C(\C)c3ccc(OC)cc3O)ccc21
-30.8 | Cc1c(S(=O)(=O)c2ccccn2)c(N)n(Cc2cccc(Cl)c2)c1C
-10.7 | CCc1ccccc1OCC(=O)NC1CCCC1
6.9 | Cc1ccc(CSCc2nc3ccccc3[nH]2)cc1
-13.4 | COc1ccc(/C=C2\SC(=S)N(CCC(=O)Nc3cccc(O)c3)C2=O)cc1
-14.3 | Cc1cc(Br)c(NC(=O)CN2CCCC2)c(Br)c1
-7.0 | CCOC(=O)c1c(-c2cccc([N+](=O)[O-])c2)csc1NC(=O)CCCOc1ccccc1OC
-4.5 | Cc1cc(N=Nc2c(O)c3ccccc3[nH]c2=O)ccc1N=Nc1ccc(C(=O)N(C)C)cc1
22.9 | Cc1ccc(-c2csc(NC(=O)CSc3nc4ccccc4[nH]3)n2)cc1
14.4 | COc1ccc(CNC(=O)CN(CC2CCCO2)C(=O)CNS(=O)(=O)c2ccc(F)cc2)cc1 (centres undefined)
1.2 | CCOC(=O)c1sc(NC(=O)c2cncc(Br)c2)nc1C
-1.0 | CN(C)c1ccc(C(c2nnnn2CCOC(=O)Nc2ccc(Cl)cc2)N2CCOCC2)cc1 (centres undefined)
-8.3 | Cc1cc2cc(CCNC(=O)CC(C)C)c(=O)[nH]c2cc1C
-7.0 | CC(C)CCOc1cccc(OCC(=O)O)c1
-19.0 | Cc1ccc2nc(CCCc3nc4ccc(C)cc4[nH]3)[nH]c2c1
-26.9 | COC(=O)C1=C(C)NC2=C(C(=O)CCC2)C1c1ccsc1 (centres undefined)
-6.3 | COc1ccc(CN2CCNC(=O)C2CC(=O)N(C)CC2CCOCC2)cc1C (centres undefined)
-1.9 | Cc1ccc(/C=C2/SC(=S)N(CCC(=O)N3CCN(c4ccccc4)CC3)C2=O)cc1
-19.0 | C=CCN1CCN(C(c2ccc(OC)c(OC)c2)c2nnnn2C(C)(C)C)CC1 (centres undefined)

# Remaining list, next part
GASC-1 inh | compound
2.8 | CC(C)Cc1ccc(CN2CCCC(NC(=O)c3nn(C)c(=O)c4ccccc34)C2)cc1 (centres undefined)
-13.2 | COc1ccc(C2c3c(oc4ccc(Cl)cc4c3=O)C(=O)N2Cc2ccco2)cc1OC (centres undefined)
10.8 | COCC(C)n1c(SCc2ccc(OC)c(F)c2)nc2ccccc2c1=O (centres undefined)
13.7 | CC1CCCN(CCCOc2ccccc2-c2ccccc2)C1 (centres undefined)
6.3 | COc1ccc(C)cc1-n1c(=O)c2ccccc2c2ccccc2c1=O

# Some of the compounds tested (hit frequency here may not be typical).
